Mtb FBA inh – Mtb fructose-bisphosphate aldolase inhibition. purified M. tuberculosis FBA, fluorescence read-out. inhibition, % at 1 µM. P9WQA3. AID 588726. actives 2.3% (n = 360,000); in the data active = inhibition above about 27%;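 note: 0% = vehicle and 100% = reference inhibitor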
Mtb BioA inh – BioA (M. tuberculosis) enzyme inhibition; purified M. tuberculosis BioA enzyme, plate reader; inhibition, % at 9.99 µM; actives 0.096% (n = 360,000); in the data active = inhibition above about 40%; inconclusive = no clear call, values can overlap the other calls
CCHFV vOTU inh – blocks the CCHF virus ovarian tumor domain protease | CCHFV vOTU protease, Pep-AMC fluorescence | inhibition, % at 11.5 µM | actives 0.55% (n = 370,000) | AID 651958; note: 0% = vehicle wells with enzyme and 100% = no enzyme wells
UGM FP inh – Mtb UDP-galactopyranose mutase inhibition. P9WIQ1. purified UGM, fluorescence polarization probe displacement. inhibition, % at 10 µM. actives 0.06% (n = 320,000); in the data active = inhibition above about 10%, passing the limit was not always enough; inconclusive = no clear call, values can overlap the other calls
Target sequence (P9WIQ1 whole entry, looked up): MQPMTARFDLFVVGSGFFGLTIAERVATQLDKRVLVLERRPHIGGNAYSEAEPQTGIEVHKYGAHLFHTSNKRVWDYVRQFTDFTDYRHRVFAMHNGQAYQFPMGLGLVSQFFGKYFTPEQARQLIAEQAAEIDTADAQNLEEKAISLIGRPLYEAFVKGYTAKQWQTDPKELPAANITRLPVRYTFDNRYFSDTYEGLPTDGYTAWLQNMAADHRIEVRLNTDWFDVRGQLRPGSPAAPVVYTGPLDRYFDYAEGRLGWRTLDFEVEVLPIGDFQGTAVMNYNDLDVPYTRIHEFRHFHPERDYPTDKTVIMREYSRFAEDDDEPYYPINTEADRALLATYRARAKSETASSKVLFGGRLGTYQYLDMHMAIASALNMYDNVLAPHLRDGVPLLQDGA
Rv3671c inh – inhibitors of M. tuberculosis serine protease Rv3671c | P9WHR9 | inhibition, % at 5.96 µM | actives 0.048% (n = 320,000); in the data active = inhibition above about 38%;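 note: extracellular domain of Rv3671c used as enzyme; 0% = enzyme with DMSO and 100% = no enzyme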
Target sequence (P9WHR9 whole entry, looked up, the tested form may be a part): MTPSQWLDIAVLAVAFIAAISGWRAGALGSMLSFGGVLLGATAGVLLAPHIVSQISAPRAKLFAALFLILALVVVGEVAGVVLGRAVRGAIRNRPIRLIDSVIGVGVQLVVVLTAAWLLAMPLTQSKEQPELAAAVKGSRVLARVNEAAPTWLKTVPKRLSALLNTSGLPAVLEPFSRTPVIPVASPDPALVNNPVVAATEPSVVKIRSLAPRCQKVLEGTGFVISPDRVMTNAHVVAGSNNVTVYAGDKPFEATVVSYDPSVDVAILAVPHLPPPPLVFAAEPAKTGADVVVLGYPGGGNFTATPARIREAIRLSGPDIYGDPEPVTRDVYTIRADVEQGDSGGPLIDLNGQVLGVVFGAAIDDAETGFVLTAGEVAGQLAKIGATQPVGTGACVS
MazEF act – activators of E. coli MazEF toxin-antitoxin RNase; actives 0.32% (n = 350,000); activation, % at 20 µM; FAM/BHQ RNA-DNA oligo cleavage fluorescence, 5 h; in the data active = activation above about 50%
Target sequence (P0AE70 whole entry, looked up): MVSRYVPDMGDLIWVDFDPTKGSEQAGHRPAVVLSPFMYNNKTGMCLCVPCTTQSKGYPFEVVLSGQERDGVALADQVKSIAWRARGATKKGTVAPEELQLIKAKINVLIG
VHR inh abs – inhibitors of human VHR1 phosphatase (DUSP3); recombinant VHR phosphatase, pNPP absorbance; AID 1654; P51452; actives 0.52% (n = 290,000); inhibition, % at 13.3 µM; in the data active = inhibition above about 50%; note: some compounds called inactive have numbers as strong as hits
GDH-TPI inh – inhibits GDH-TPI coupling enzymes, artifact for Mtb FBA screen. actives 1.2% (n = 360,000). AID 588335. GDH-TPI coupled enzyme counterscreen, NADH absorbance. inhibition, % at 4.8 µM;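 note: 0% = DMSO wells and 100% = wells lacking the enzyme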
BoNT F protease – inhibitors of Botulinum neurotoxin F light chain protease | Multiplex microsphere protease cleavage assay, flow cytometry | inhibition, % at 10 µM | actives 0.22% (n = 360,000); in the data active = inhibition above about 35%, passing the limit was not always enough; inconclusive = no clear call, values can overlap the other calls; note: plate controls were buffer without enzyme for full effect and enzyme alone for no effect
FadD28 FP inh – blocks FadD28 binding to the bisubstrate probe; inhibition, % at 12.5 µM; fluorescence polarization; actives 0.22% (n = 360,000); in the data active = inhibition above about 8.5%, passing the limit was not always enough; inconclusive = no clear call, values can overlap the other calls
Starred values were filed as active, the others as inactive; & = joins results of further samples. Cut-off read from the data, not from the text of the source, unless noted: active = inhibition above about 30%; inactive = the rest.

`CCC(C)c1ccccc1N1CC(C(=O)Nc2ccc(S(=O)(=O)N3CCOCC3)cc2)CC1=O` (centres undefined) gave Mtb FBA inh 7, Mtb BioA inh 0.0, CCHFV vOTU inh 14, UGM FP inh 0.1, Rv3671c inh 0, MazEF act 5, GDH-TPI inh 5, BoNT F protease 5 and FadD28 FP inh -1.7.
`O=C(NCc1ccc(F)cc1)C1CCN(S(=O)(=O)c2ccc3c(c2)OCCCO3)CC1` gave Mtb FBA inh 1, CCHFV vOTU inh 8, UGM FP inh 3.5, Rv3671c inh -5, MazEF act -3, VHR inh abs 4, GDH-TPI inh -7, BoNT F protease -7 and FadD28 FP inh -0.1.
C=CCN1CC(c2nc3ccccc3n2Cc2ccccc2)CC1=O (centres undefined) was read as Mtb FBA inh -1, Mtb BioA inh 10.0, CCHFV vOTU inh 5, UGM FP inh 1.8, Rv3671c inh -5, MazEF act 2, VHR inh abs 3, GDH-TPI inh 16, BoNT F protease -4 and FadD28 FP inh -4.1.
Screening Brc1cccc(CN2CCCCCC2)c1 returned Mtb FBA inh 1, Mtb BioA inh -0.7, CCHFV vOTU inh 9, UGM FP inh 2.6, MazEF act 5, VHR inh abs 23, GDH-TPI inh 0, BoNT F protease -10 and FadD28 FP inh -2.4.
O=C(Nc1cccc(Cl)c1)Nc1nccs1 was read as Mtb FBA inh 0, Mtb BioA inh 0.9, CCHFV vOTU inh 0, UGM FP inh -2.0, Rv3671c inh -6, MazEF act -16, VHR inh abs 10&-15, GDH-TPI inh 12, BoNT F protease 12 and FadD28 FP inh -3.6.
Screening COc1ccc2c(c1)OC[C@H]1[C@H]2N2C(=O)c3cc(Br)ccc3NC(=O)[C@@]2(C)[C@H]1c1ccccc1 returned Mtb FBA inh 0, Mtb BioA inh -0.3, UGM FP inh 0.6, Rv3671c inh -71, MazEF act -6, GDH-TPI inh 25, BoNT F protease -6 and FadD28 FP inh -6.7.
O=C(Cc1cccs1)N[C@@H]1c2ccccc2CC[C@@H]1OCc1ccccc1 was read as Mtb FBA inh 2, Mtb BioA inh 0.7, CCHFV vOTU inh 10, MazEF act 12, GDH-TPI inh 7, BoNT F protease 2 and FadD28 FP inh -0.7.
For CSc1ccc(CCCCCCOC(=O)C(C)(C)C)cc1 the results were Mtb FBA inh 3, Mtb BioA inh 0.4, CCHFV vOTU inh -12, UGM FP inh 5.0, Rv3671c inh -7, MazEF act -2, GDH-TPI inh -8, BoNT F protease -6 and FadD28 FP inh 1.3.
`CC1CC2(C)C(CCC3C2CCC2(C)C(OP(=O)(N4CC4)N4CC4)CCC32)CC1=O` (centres undefined) gave Mtb FBA inh 0, CCHFV vOTU inh 18, MazEF act -4, GDH-TPI inh 3, BoNT F protease -4 and FadD28 FP inh -2.9.
Cc1cc(C)c2c(c1)cc(C)c1nnc(SCC(=O)Nc3ccc(S(=O)(=O)N4CCCCC4)cc3)n12 was read as Mtb FBA inh -2, Mtb BioA inh 0.0, CCHFV vOTU inh -4, UGM FP inh 2.7, Rv3671c inh 6, MazEF act -12, VHR inh abs 18, GDH-TPI inh -1, BoNT F protease -1 and FadD28 FP inh -4.4.
`O=C(COc1coc(CN2CCN(c3ccccc3)CC2)cc1=O)NC1CCCCC1` gave Mtb FBA inh 4, Mtb BioA inh -0.9, CCHFV vOTU inh 0, UGM FP inh 2.3, Rv3671c inh -6, MazEF act -3, GDH-TPI inh 6, BoNT F protease 10 and FadD28 FP inh -1.1.
For COc1ccc(CC(C)Nc2cccc(SC)c2)cc1 (centres undefined) the results were Mtb FBA inh 0, Mtb BioA inh 0.5, CCHFV vOTU inh -1, UGM FP inh 0.5, MazEF act 3, VHR inh abs 17, GDH-TPI inh 16, BoNT F protease -13 and FadD28 FP inh 0.3.

In the list so far, 2 contain bromine.
Screening Brc1cccc(CN2CCCCCC2)c1 returned Mtb FBA inh 1, Mtb BioA inh -0.7, CCHFV vOTU inh 9, UGM FP inh 2.6, MazEF act 5, VHR inh abs 23, GDH-TPI inh 0, BoNT F protease -10 and FadD28 FP inh -2.4.
Screening COc1ccc2c(c1)OC[C@H]1[C@H]2N2C(=O)c3cc(Br)ccc3NC(=O)[C@@]2(C)[C@H]1c1ccccc1 returned Mtb FBA inh 0, Mtb BioA inh -0.3, UGM FP inh 0.6, Rv3671c inh -71, MazEF act -6, GDH-TPI inh 25, BoNT F protease -6 and FadD28 FP inh -6.7.

Additional results:
For Cc1ccc(/C=N/N2CCOCC2)s1 the results were Mtb FBA inh -9, CCHFV vOTU inh 8, UGM FP inh 9.4, Rv3671c inh 1, MazEF act 4, VHR inh abs 6, GDH-TPI inh 0, BoNT F protease 0 and FadD28 FP inh -2.7.
Screening Cc1ccc(N2C(=O)CC(Nc3ccccc3)C2=O)cc1 (centres undefined) returned Mtb FBA inh -1, Mtb BioA inh -1.4, CCHFV vOTU inh 2, UGM FP inh -0.1, Rv3671c inh 5, MazEF act 10, VHR inh abs 0, GDH-TPI inh 2, BoNT F protease 1 and FadD28 FP inh -0.8.
`CCOc1cc(C(=O)OCC(=O)Nc2ncc(Cl)c(C)c2Cl)ccc1OCC(=O)N1CCOCC1` gave Mtb FBA inh 1, Mtb BioA inh -1.3, CCHFV vOTU inh -9, UGM FP inh 1.9, Rv3671c inh -4, MazEF act 2, VHR inh abs 18, GDH-TPI inh 2, BoNT F protease 0 and FadD28 FP inh -0.8.
For COc1cccc2cc(C(=O)NCCC3=CCCCC3)c(=O)oc12 the results were Mtb FBA inh -3, Mtb BioA inh -2.3, CCHFV vOTU inh 4, UGM FP inh 0.1, Rv3671c inh -31, MazEF act 1, VHR inh abs 33, GDH-TPI inh 3, BoNT F protease -2 and FadD28 FP inh -0.6.
CC1Cc2nc(SCC(=O)NC3CCCCC3)n(C)c(=O)c2S1 (centres undefined) was read as Mtb FBA inh 0, Mtb BioA inh -0.6, CCHFV vOTU inh -13, UGM FP inh -0.8, Rv3671c inh -8, MazEF act 5, VHR inh abs -5, GDH-TPI inh 10, BoNT F protease 8 and FadD28 FP inh -1.1.
Screening CCCCNC(=O)c1onc(CSc2ccccc2)c1C(=O)O returned Mtb FBA inh -4, Mtb BioA inh 2.1, CCHFV vOTU inh 1, UGM FP inh 1.5, Rv3671c inh 4, MazEF act 6, VHR inh abs -16, GDH-TPI inh -2, BoNT F protease -2 and FadD28 FP inh -4.2.
For Cc1nn2c(CN(C(=O)CN3CCOCC3)c3ccccc3)nnc2c2ccccc12 the results were Mtb FBA inh 0, CCHFV vOTU inh -3, UGM FP inh -1.3, Rv3671c inh 0, MazEF act -4, VHR inh abs 15, GDH-TPI inh -1, BoNT F protease -5 and FadD28 FP inh -3.3.
`CC1CN(C(=O)COC(=O)Cc2ccc(Cl)cc2)CC(C)O1` (centres undefined) gave Mtb FBA inh 2, Mtb BioA inh 0.9, CCHFV vOTU inh -2, UGM FP inh -1.7, Rv3671c inh 7, MazEF act 1, GDH-TPI inh 1, BoNT F protease 7 and FadD28 FP inh -1.4.
COc1ccc(NC(=O)C2CC(c3ccccc3O)=NO2)cc1OC (centres undefined) was read as Mtb FBA inh 1, Mtb BioA inh -4.2, CCHFV vOTU inh 6, UGM FP inh -1.6, Rv3671c inh 0, MazEF act 4, VHR inh abs -28, GDH-TPI inh 0, BoNT F protease inconclusive and FadD28 FP inh -0.9.
CSc1nc(-c2ccccc2)c(C#N)c(=O)[nH]1 was read as Mtb FBA inh 1, Mtb BioA inh -0.8, CCHFV vOTU inh -12, UGM FP inh 3.5, Rv3671c inh 0, MazEF act 0, VHR inh abs 5, GDH-TPI inh 4, BoNT F protease -6 and FadD28 FP inh -2.9.
Cc1ccc(S(=O)(=O)c2c(C)cc(C)nc2N2CCCCC2)cc1 was read as Mtb FBA inh 6, CCHFV vOTU inh 9, MazEF act -1, VHR inh abs 12, GDH-TPI inh 4, BoNT F protease 3 and FadD28 FP inh 0.4.
Screening Cc1ccc(C(=O)NC(C)(COc2nonc2C)COc2nonc2C)cc1 returned Mtb FBA inh 0, Mtb BioA inh 1.8, CCHFV vOTU inh -7, UGM FP inh 1.2, Rv3671c inh 2, MazEF act 3, VHR inh abs 18, GDH-TPI inh -2, BoNT F protease 0 and FadD28 FP inh 0.7.
CCCCOCCCNC(=S)Nc1ccc(S(=O)(=O)N2CCOCC2)cc1 was read as Mtb FBA inh 4, Mtb BioA inh 1.4, CCHFV vOTU inh 12, UGM FP inh 0.3, Rv3671c inh -4, MazEF act -2, VHR inh abs 13, GDH-TPI inh -4, BoNT F protease 2 and FadD28 FP inh -2.6.
Screening CCOc1ccc(NC(c2ccccn2)c2oc(CO)cc(=O)c2O)cc1 (centres undefined) returned Mtb FBA inh 6, Mtb BioA inh 1.3, CCHFV vOTU inh -1, UGM FP inh 0.4, Rv3671c inh -2, MazEF act -2, VHR inh abs 24, GDH-TPI inh 6, BoNT F protease 0 and FadD28 FP inh 0.5.
O=C(CCC(=O)N1CCOc2ccc(Cl)cc21)NCCCN1CCN(Cc2ccccc2)CC1 was read as Mtb FBA inh 0, Mtb BioA inh -0.6, CCHFV vOTU inh -6, UGM FP inh -4.4, Rv3671c inh 1, MazEF act 7, VHR inh abs 9, GDH-TPI inh 4, BoNT F protease -5 and FadD28 FP inh -5.0.
O=C(CNS(=O)(=O)c1ccc2ccccc2c1)OCC(=O)c1ccc(Br)s1 was read as Mtb FBA inh 0, Mtb BioA inh -1.0, CCHFV vOTU inh -4, UGM FP inh 2.9, Rv3671c inh -12, MazEF act -29, VHR inh abs -6, GDH-TPI inh 5, BoNT F protease 7 and FadD28 FP inh -2.1.
Cc1cccc(N2CCN(C(=O)c3ccccc3NC(=O)C3CC=CCC3C(=O)O)CC2)c1 (centres undefined) was read as Mtb FBA inh -1, Mtb BioA inh 1.0, CCHFV vOTU inh 9, UGM FP inh 1.8, Rv3671c inh -4, MazEF act 8, VHR inh abs 29, GDH-TPI inh -5, BoNT F protease -22 and FadD28 FP inh 0.6.
`COc1ccccc1NS(=O)(=O)c1ccc(NC(=O)c2ccccn2)cc1` gave Mtb FBA inh 0, Mtb BioA inh 1.1, CCHFV vOTU inh -2, MazEF act 4, GDH-TPI inh 3, BoNT F protease -2 and FadD28 FP inh -2.2.
O=c1[nH]c2ccccc2n1C1CCN(C(c2cccc3ccccc23)c2nnnn2-c2ccc3c(c2)OCCO3)CC1 (centres undefined) was read as Mtb FBA inh -1, Mtb BioA inh 0.5, CCHFV vOTU inh 1, BoNT F protease -8 and FadD28 FP inh -3.1.
`CC(=O)Nc1cccc(-c2cnc(NC(C)=O)cn2)c1` gave Mtb FBA inh -1, Mtb BioA inh 1.5, CCHFV vOTU inh 0, GDH-TPI inh 15, BoNT F protease -1 and FadD28 FP inh -0.6.
For COC(=O)C(C)Sc1ncnc2c1nnn2-c1ccc(F)cc1 (centres undefined) the results were Mtb FBA inh 0, Mtb BioA inh -0.3, CCHFV vOTU inh -14, UGM FP inh -1.0, Rv3671c inh 2, MazEF act 2, VHR inh abs 21, GDH-TPI inh -1, BoNT F protease -6 and FadD28 FP inh -3.1.
CCn1c(=O)cc(SCC(=O)Nc2cccc(C)n2)c2ccccc21 was read as Mtb FBA inh 2, Mtb BioA inh -1.1, CCHFV vOTU inh -3, UGM FP inh 0.6, Rv3671c inh -10, MazEF act 0, VHR inh abs -33, GDH-TPI inh 6, BoNT F protease -4 and FadD28 FP inh -1.6.
For COc1cccc(Cn2cnc3c(N)c(C)c(C)cc32)c1 the results were Mtb FBA inh 4, CCHFV vOTU inh 3, UGM FP inh -0.3, Rv3671c inh 1, MazEF act 0, VHR inh abs 31, GDH-TPI inh 3, BoNT F protease 2 and FadD28 FP inh -1.9.
O=C(NC1CCCC1)c1ccc(CS(=O)(=O)c2cccc(C(F)(F)F)c2)o1 was read as Mtb FBA inh -2, Mtb BioA inh 0.7, CCHFV vOTU inh 19, UGM FP inh -2.9, Rv3671c inh 5, MazEF act -9, VHR inh abs 24, GDH-TPI inh 4, BoNT F protease -4 and FadD28 FP inh 0.3.
`CCN(C(=O)c1ccc(S(=O)(=O)N2CCC(C)CC2)cc1)C1CCS(=O)(=O)C1` (centres undefined) gave Mtb FBA inh 5, CCHFV vOTU inh 2, UGM FP inh -0.8, Rv3671c inh 11, MazEF act 4, GDH-TPI inh 5, BoNT F protease 10 and FadD28 FP inh -0.4.

From PubChem BioAssay
